bCat nuc transl: modulators of beta-catenin nuclear translocation, primary screen, imaging, HeLa cells, immunofluorescence, high-content. nuclear translocation activity, % at 5 µM. hit rate 0.3% among 190,000;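 active means nuclear translocation activity above 50% at 5 µM, with a well cell count of 50 or more; inconclusive means wells under 50 cells across six images, flagged as toxic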;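 further: per-cell ratio of nuclear to cytoplasmic median beta-catenin stain intensity; plate controls were DMSO negative control for no effect and GSK-3 inhibitor IX positive control for full effect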
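Technique: fluorescence imaging of beta-catenin antibody stain plus DAPI / Material: human HeLa cell line / Incubation: compound treatment 24 h, 37°C, 5% CO2 / Read-out basis: % activation of per-cell nuclear versus cytoplasmic median beta-catenin signal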
MgcRacGAP inhibition: MgcRacGAP GTPase-activating activity inhibitors, confirmation, biochemical, ADP Hunter fluorescence. Rac GTPase-activating protein 1 (Homo sapiens). MgcRacGAP-stimulated Rac1 GTP hydrolysis, ADP Hunter fluorescence; higher % means a stronger effect; GST-tagged Rac1 F28L mutant substrate. inhibition, % at 30 µM; hits with a dose series show IC50 in µM. hit rate 0.6% among 340,000. AID 624330, 2012;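 active means first-screen hits whose inhibition reached a set limit at any dose in the follow-up dose series; inconclusive means inhibition above the set first-screen limit but never retested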;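 further: fluorescence reports GDP produced by GAP-driven GTP hydrolysis; strong numbers were not always called active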
RSV antiviral HEp-2: RSV antiviral activity via CPE protection, HEp-2 cells, primary 10 µM value included (AID 2391) | HEp-2 cells, RSV-induced CPE inhibition; higher % means a stronger effect | hit rate 0.13% among 310,000 | CPE inhibition, % at 10 µM, or IC50 in µM where a hit was titrated; in the data active means a potency from the dose series; inconclusive means CPE inhibition mostly from about 23% at the one dose, without a potency; inactive means the rest, 99 in 100 with CPE inhibition below about 21%; further: strong numbers were not always called active
West Nile antiviral: West Nile virus antiviral activity, cell-based, CPE readout (AID 1621); CPE inhibition, % at 10 µM; hits with a dose series show IC50 in µM; hit rate 0.02% among 290,000; West Nile virus-infected cells, CPE inhibition; higher % means a stronger effect; in the data active means a potency from the dose series; inconclusive means CPE inhibition mostly from about 3.7% at the one dose, without a potency; inactive means the rest, 99 in 100 with CPE inhibition below about 2.2%; further: strong numbers were not always called active
WT yeast gro inh: growth inhibition of WT strain, primary screen, mitochondrial fusion inhibitor project, WT and mutant strains, chemical genetic. hit rate 2.1% among 190,000. mitochondrial fusion phenotypic screen. inhibition, % at 10 µM; in the data active means inhibition above about 58%; tested in S. cerevisiae
SV40 large T antigen: SV40 large T antigen inhibitors, biochemical (AID 1903) | SV40 large T antigen ATPase/helicase inhibition assay; higher % means a stronger effect | one-dose inhibition, % at 20 µM; IC50 in µM for titrated hits | hit rate 0.39% among 310,000; in the data active means a potency from the dose series; inconclusive means inhibition mostly from about 32% at the one dose, without a potency; inactive means the rest, 99 in 100 with inhibition below about 32%; further: strong numbers were not always called active
PhoP inhibition: inhibitors of PhoP regulon expression, primary screen, Salmonella Typhimurium, GFP reporter (AID 1863); S. Typhimurium PhoP-regulated promoter GFP reporter, 4 h; higher % means a stronger effect; one-dose inhibition, % at 50 µM; IC50 in µM for titrated hits; hit rate 0.16% among 300,000;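 active means inhibition over 29.93%, a cutoff 3 SD above the screen mean, later confirmed by dose response; inconclusive means inhibition over 29.93% but no dose response follow-up; inactive means inhibition at most 29.93% or unconfirmed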;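 further: 0% = low Mg2+ inducing control and 100% = high Mg2+ repressing control; strong numbers were not always called active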
Myeloid diff MLP: induction of myeloid progenitor differentiation, primary screen, cell-based, flow cytometry, MLPCN library. ER-HoxA9 myeloid progenitors, lysozyme-GFP differentiation. calls only at 10 µM. AID 624256, 2012. hit rate 1% among 360,000;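 active means normalized GFP-positive differentiation at or above the plate's own cutoff, the solvent-only control mean plus 3 SD; inconclusive means no clear call, values can overlap the other calls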;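 further: cells exposed to compound for four days before flow analysis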
T cell HTS: modulators of CD8 T cell-vesicle binding, primary screen, mouse 2C CD8+ T cells, flow cytometry; AID 2052, 2009; hit rate 0.068% among 330,000; calls only at 7 µM; 2C CD8+ T cell-vesicle binding; active compounds read low;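 active means response, share of CD8 T cells binding vesicles, and their 90th percentile fluorescence all below set limits, cut at about 80% in these data, passing the limit was not always enough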
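material = purified 2C TCR transgenic mouse naive CD8+ T cells | controls = Unloaded micro-vesicles (low), QL9 vesicles with 0.7% DMSO (high) | detection = cytometric PE anti-B7-1 and Alexa647 anti-CD8 signals after 1% paraformaldehyde fixation | incubation = binding step 1.5 h, 37 °C, antibody labelling 20 min, ice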
WT yeast gro inh mutant strain: recorded beside WT yeast gro inh, whose call it bears; inhibition, %; mitochondrial fusion phenotypic screen, mutant strain inhibition
bCat nuc transl cell count 5 µM: recorded beside bCat nuc transl, whose call it bears; cell count; measured here: cell count, cytotoxicity flag
T cell HTS vesicle-bound %: recorded beside T cell HTS, whose call it bears; double positive events, %; measured here: CD8+ vesicle-bound cell fraction;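 binding gate set so that unloaded-vesicle control wells show 10% double positive cells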
Myeloid diff MLP GFP+ MAC1+ %: recorded beside Myeloid diff MLP, whose call it bears; GFP+ MAC1+ double positive, %; measured here: differentiation confirmed by MAC1 staining
An asterisk follows results filed as active; i = inactive; ? = inconclusive; / = not tested or not shown.

nr	compound	bCat nuc transl	bCat nuc transl cell count 5 µM	MgcRacGAP inhibition	RSV antiviral HEp-2	West Nile antiviral	WT yeast gro inh	WT yeast gro inh mutant strain	SV40 large T antigen	PhoP inhibition	Myeloid diff MLP	Myeloid diff MLP GFP+ MAC1+ %	T cell HTS	T cell HTS vesicle-bound %
1	COc1ccc(/C=C/C(=O)Nc2ccc(C)cc2)cc1S(=O)(=O)N1CCOCC1	0.1	1246	2.0%	1.3%	0.1%	/	/	20.7%	-6.1%	i	0.3	i	28.9
2	Cc1[nH]n(-c2ccccc2)c(=O)c1/C=N/c1ccccn1	-0.4	1329	12.7%	0.5%	0.2%	29.7	19.5	-19.5%	-5.9%	i	1.0	i	30.0
3	CCOC(=O)CNC(=O)c1nn(-c2ccc(OCC)cc2)c(=O)c2ccccc12	0.0	900	6.7%	1.2%	0.2%	14.3	8.2	1.3%	8.5%	i	0.8	i	53.0
4	Cc1ccc(S(=O)(=O)N2CCC(C(=O)N3CCN(c4ccccn4)CC3)CC2)cc1	/	/	5.6%	2.5%	-0.7%	/	/	10.4%	-4.6%	i	0.5	i	7.9
5	CCCCCC(=O)Nc1nc(C)c(-c2csc(Nc3cc(OC)ccc3OC)n2)s1	15.1	830	3.2%	12.7%	0.1%	-19.1	12.5	13.4%	2.4%	?	/	i	51.0
6	O=C(NCc1n[nH]c(=S)n1-c1ccc(Br)cc1)c1ccc(S(=O)(=O)N2CCOCC2)cc1	0.0	1116	1.7%	1.4%	0.1%	5.9	6.1	6.0%	4.9%	i	0.2	i	59.0
7	CC(=O)OC(C(=O)NCCN1CCOCC1)c1c(F)cccc1F (stereo unspecified)	-0.6	1137	1.9%	1.0%	1.2%	-6.4	5.0	2.3%	-6.1%	i	0.0	i	61.7
8	CCOC(=O)C1(C)NC(c2ccc(OC)cc2OC)C2C(=O)N(CC)C(=O)C21 (stereo unspecified)	1.1	955	-1.8%	4.3%	-0.4%	6.8	-11.8	2.4%	-0.2%	i	0.3	i	38.9
9	CCOC(=O)C1=C(C)N(CCCC(=O)O)C(=O)NC1c1ccccc1OS(=O)(=O)c1ccccc1[N+](=O)[O-] (stereo unspecified)	/	/	3.6%	-0.7%	-0.4%	/	/	8.1%	-9.5%	i	2.2	i	30.2
10	Cc1ccccc1OCC(O)Cn1c(N2CCCCC2)nc2c1c(=O)[nH]c(=O)n2C (stereo unspecified)	/	/	10.1%	2.0%	0.5%	/	/	4.4%	-12.9%	i	3.9	i	13.1
11	COc1ccc(CC(=O)NCC(=O)N/N=C/c2sccc2C)cc1	/	/	6.4%	1.8%	0.3%	/	/	26.5%	-9.1%	i	0.3	i	5.3
12	CCN(CC)S(=O)(=O)c1ccc(N2CCOCC2)c(NC(=O)c2cccc3c(=O)c(C)c(-c4ccccc4)oc23)c1	/	/	9.7%	?	/	/	/	7.3%	/	i	0.2	i	54.0
13	COc1cc2ccccc2cc1C(=O)Nc1nnc(-c2ccncc2)o1	/	/	11.4%	-0.1%	0.6%	/	/	4.7%	-7.6%	i	0.0	i	66.6
14	CCCCC(=O)NC(Nc1sc2c(c1C(N)=O)CCCC2)(C(=O)OCC)C(F)(F)F (stereo unspecified)	-2.3	522	16.5%	1.8%	-0.8%	-2.8	-17.9	8.1%	-5.5%	i	1.1	i	45.3
15	CCC1CCCCN1C(=S)Nc1ccc(OC(F)F)cc1 (stereo unspecified)	2.0	972	3.5%	-0.9%	0.2%	-3.4	-9.1	-7.3%	-5.3%	i	0.3	i	48.1
16	Cc1ccccc1C(=O)c1cccn1CC(=O)NCC1CCCO1 (stereo unspecified)	1.5	1395	14.0%	/	0.0%	-16.0	5.4	1.7%	-10.2%	i	1.5	i	9.9
17	Cc1ccccc1N/C(SCc1ccc(Cl)cc1)=C(/C#N)C(N)=O	0.3	450	-6.9%	4.7%	-0.5%	2.9	-6.5	7.4%	-7.0%	i	1.2	i	51.1
18	O=C(COC(=O)/C=C/c1ccc(Br)o1)NC1CCCCC1	/	/	14.1%	1.5%	/	/	/	/	/	i	0.7	i	28.1
19	Cc1cccc(NC(=O)C23CCC(C)(/C(=N/O)C2)C3(C)C)c1 (stereo unspecified)	-2.7	927	-1.5%	-1.1%	0.3%	-18.3	9.5	19.4%	-7.9%	i	0.6	i	35.0
20	Cc1ccccc1NC(=S)N1CCCCCC1	/	/	0.0%	0.0%	-0.4%	/	/	24.3%	2.0%	i	1.1	i	28.6
21	CCCc1nnc(NC(=O)CCC(=O)NCCc2ccc(Cl)cc2)s1	/	/	12.4%	2.4%	-0.2%	/	/	10.5%	-2.3%	i	0.0	i	13.0
22	CC1CCCC(NC(=O)CNC(=O)c2cccs2)C1C (stereo unspecified)	/	/	-0.8%	-1.4%	/	/	/	4.5%	-5.8%	i	1.0	i	53.3
23	O=[N+]([O-])c1ccc(NC(=S)N2CCOCC2)cc1	-0.7	543	15.1%	2.7%	-0.2%	-7.2	-19.1	5.1%	-1.1%	i	0.3	i	42.5
24	CC(C)(C)C1CCc2onc(C(=O)Nc3cccc(O)c3)c2C1 (stereo unspecified)	2.9	1024	-0.6%	10.3%	-0.5%	25.1	38.9	4.4%	-0.5%	/	/	i	34.4
25	COc1ccc(N2CC(C(=O)OCC(=O)Nc3cc(C)on3)CC2=O)cc1 (stereo unspecified)	/	/	6.9%	0.9%	-0.3%	/	/	21.2%	8.3%	i	0.6	i	36.3
26	COc1ccc(CNC(=O)CSc2nc3cccnc3s2)cc1	-3.6	1233	11.7%	1.1%	0.1%	/	/	10.7%	-7.4%	i	0.5	i	30.6
27	CCOc1ccc(Nc2nc(N3CCCC3)nc(N3CCN(c4ccc(OC)cc4)CC3)n2)cc1	-0.9	1062	5.2%	0.6%	-0.4%	15.6	20.3	12.9%	8.2%	i	0.6	i	8.0
28	COc1ccc(N(CC(=O)Nc2ccc(C)cc2C)S(=O)(=O)c2ccccc2[N+](=O)[O-])c(OC)c1	-0.9	964	/	3.9%	-1.6%	-11.7	-25.4	5.5%	-8.8%	i	0.2	i	61.2
29	Cc1cc2nccc(-c3ccc(F)cc3)n2n1	/	/	7.3%	3.3%	-0.2%	/	/	5.3%	3.1%	i	0.4	i	9.2
30	CC1CCN(S(=O)(=O)c2cc(C(=O)N3CCN(c4ncccn4)CC3)ccc2Br)CC1	-0.4	1114	8.8%	1.6%	-1.9%	-6.6	-3.2	6.8%	-1.1%	i	1.9	i	42.5
31	CCOc1ccccc1CN1CCC(O)CC1	/	/	15.6%	0.6%	-0.4%	5.1	9.5	-2.4%	-0.7%	i	1.6	i	14.8
32	CCOc1cc(C(=O)Nc2ccc3c4c(cccc24)C(=O)N3CC)cc(OCC)c1OCC	-5.6	1066	4.5%	9.1%	0.3%	-11.0	1.1	5.7%	-7.1%	i	0.5	i	8.2
33	CCc1ccc(-c2cc(C)no2)cc1S(=O)(=O)NCCCN1CCN(c2ccccc2)CC1	/	/	-12.8%	0.9%	-0.7%	/	/	1.2%	10.0%	i	4.9	i	40.3
34	COC(=O)c1cccc(N(CC(=O)NCC2CCCO2)C(=O)CCC(=O)Nc2cc(C)on2)c1 (stereo unspecified)	/	/	6.2%	0.0%	0.1%	/	/	4.4%	1.7%	i	5.5	i	41.8
35	COc1ccc(CCC(=O)NNC(=O)Nc2cc(Cl)ccc2C)cc1	/	/	5.0%	0.1%	0.0%	/	/	9.4%	4.4%	i	1.7	i	60.4
36	CCCN(CC(=O)Nc1ccccc1C)C(=O)COC(=O)CSc1ccc([N+](=O)[O-])cc1	/	/	4.0%	-1.0%	/	/	/	29.0%	2.0%	i	0.4	i	25.5
37	CC(C)c1cc(NC(=O)c2ccccc2)cc(C(C)C)c1O	-3.7	921	4.6%	6.1%	-0.5%	-8.6	13.9	15.6%	9.8%	i	1.1	i	51.9
38	COc1ccc(C(=O)NCc2nnc(SCC(=O)N3CCc4ccccc43)n2CCc2ccccc2)cc1	-1.6	1188	6.8%	4.0%	/	14.4	-12.9	3.1%	-11.0%	i	0.6	i	43.9
39	O=[N+]([O-])c1ccc(Cl)cc1CN1CCCCCC1	/	/	29.5%	-1.1%	-1.3%	/	/	15.9%	0.5%	i	0.4	i	38.7
40	CCN(CC)C(=O)CSc1nc2ccccc2n1CC(=O)N1CCN(c2ccccc2OC)CC1	-5.6	1210	7.4%	1.3%	0.1%	5.8	-10.8	8.7%	-2.1%	i	0.5	i	22.1
41	CC1(C)Cc2c(c(N3CCOCC3)nc3sc(C(N)=O)c(N)c23)CO1	-1.5	1279	11.1%	3.6%	0.5%	/	/	16.0%	-12.6%	i	0.3	i	7.3
42	N#Cc1ccc(-c2ccc(OCC(=O)NCCc3ccccc3)cc2)cc1	0.6	1070	9.6%	6.5%	-0.8%	1.4	-7.2	-2.3%	0.0%	i	0.9	i	47.8
43	NC(=O)c1ccc[n+](CC(=O)c2cccc([N+](=O)[O-])c2)c1	/	/	5.1%	2.0%	-0.2%	/	/	3.4%	11.9%	i	0.5	i	22.0
44	O=C(Cc1c(F)cccc1Cl)Nc1ccc(S(=O)(=O)Nc2nccs2)cc1	/	/	5.1%	1.1%	1.2%	/	/	5.5%	-4.1%	i	1.7	i	35.2

Compound activity deposited in PubChem BioAssay by several laboratories.
